Screening data deposited in PubChem BioAssay by several laboratories.
NCOA3 inh: inhibitors of human steroid receptor coactivator 3 (SRC3) | Q9Y6Q9 | HEK293 GAL4-SRC3 luciferase reporter, luminescence | inhibition, % at 3.6 µM | 360,000 compounds, 0.17% hits | AID 588352;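 active = inhibition above a per-campaign cutoff, the mean of all compounds plus 3 SD, cut at about 60% in these data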;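 note: 0% = DMSO-treated cells and 100% = gossypol-treated cells at 36 µM; higher means less SRC3-driven luciferase light from the GAL4 reporter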
TLR9-MyD88 block: inhibitors of human TLR9-MyD88 binding; Q9NR96+Q99836; CHO BLA complementation TLR9-MyD88, CCF4 FRET ratio; inhibition, % at 4.98 µM; 340,000 compounds, 0.21% hits; AID 504734;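 active = inhibition above the mean over all tested compounds plus 3 SD, cut at about 21% in these data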;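 note: 0% = DMSO only wells and 100% = clavulanate BLA inhibitor control wells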
NCOA2 inhibitor: human SRC2 (NCOA2) inhibition. Q15596. HEK293 GAL4-SRC2 luciferase reporter, luminescence. inhibition, % at 9 µM. 370,000 compounds, 0.17% hits;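 active = inhibition above the mean inhibition of all tested compounds plus 3 SD, set per campaign, cut at about 52% in these data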;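 note: 0% = DMSO treated cells and 100% = cells given Gossypol at 36 µM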
NCOA1 inh: inhibitors of human steroid receptor coactivator 1 (SRC1). Q15788. inhibition, % at 3.6 µM. HEK293 GAL4-SRC1 luciferase reporter, luminescence. 360,000 compounds, 0.12% hits;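 active = inhibition above the campaign mean plus 3 SD, with each screening campaign given its own cutoff, cut at about 60% in these data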;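 note: 0% = DMSO treated cells and 100% = gossypol at 36 µM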
NR2F2 inh: blocks human COUP-TFII nuclear receptor; P24468; inhibition, % at 8.6 µM; HEK293T NGFI-A luciferase reporter, luminescence; AID 686940; 370,000 compounds, 0.7% hits;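 active = inhibition above a per-plate cutoff, mean inhibition of test wells between control levels plus 3 SD, cut at about 38% in these data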;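 note: cells cotransfected with COUP-TFII expression vector driving the NGFI-A reporter; 0% = median of COUP-TF2 test wells and 100% = reporter-only cells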
Target sequence (P24468 whole entry, looked up): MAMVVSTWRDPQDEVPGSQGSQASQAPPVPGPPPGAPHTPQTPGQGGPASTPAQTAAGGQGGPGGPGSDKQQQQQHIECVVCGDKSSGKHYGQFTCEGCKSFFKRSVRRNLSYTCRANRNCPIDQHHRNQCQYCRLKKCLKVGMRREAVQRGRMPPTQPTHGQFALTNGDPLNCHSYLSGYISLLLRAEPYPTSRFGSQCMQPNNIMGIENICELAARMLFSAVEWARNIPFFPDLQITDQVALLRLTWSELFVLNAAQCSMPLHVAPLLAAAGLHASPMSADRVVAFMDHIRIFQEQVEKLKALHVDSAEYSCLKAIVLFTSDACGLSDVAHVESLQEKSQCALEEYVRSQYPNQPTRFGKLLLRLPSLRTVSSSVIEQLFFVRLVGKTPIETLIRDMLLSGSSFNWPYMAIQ
TWEAK Fn14 block: blocks TWEAK-Fn14 interaction in a reporter cell assay. TWEAK-stimulated Fn14 reporter cells, luciferase luminescence, 8 h. inhibition, % at 10 µM. 360,000 compounds, 2% hits. AID 1159606; in the data active = inhibition above about 50%
Granule exo inh: lytic granule exocytosis inhibition | 360,000 compounds, 0.66% hits | inhibition, % at 10 µM | TALL-104 LAMP-1 surface exposure, flow cytometry; cells stimulated with thapsigargin and PMA;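 active = inhibition above about 55%, limit read from the data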
NR5A2 inv ag: inverse agonists of human LRH-1 (NR5A2); HEK293T StAR-luciferase reporter, LRH-1 transfected, 24 h; O00482; AID 602396; 360,000 compounds, 0.13% hits; inhibition, % at 3.6 µM;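 active = inhibition above the mean inhibition of all tested compounds plus 3 SD, cut at about 73% in these data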;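 note: 0% = DMSO wells and 100% = reporter-only cells lacking LRH-1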
ABHD5 PLIN5 PPI: inhibitors of human ABHD5-perilipin-5 interaction; Q00G26+Q8WTS1; Split G. princeps luciferase complementation, luminescence, 4 h; inhibition, % at 4 µM; 360,000 compounds, 0.78% hits;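 active = inhibition above the mean inhibition across every tested compound plus 3 SD, cut at about 22% in these data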;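 note: 0% = DMSO only wells and the 100% control is not disclosed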
NOD2-RIPK2 inh: NOD2-RIPK2 protein interaction inhibition; O43353; CHO BLA complementation NOD2-RIPK2, CCF4 ratio; inhibition, % at 4.98 µM; 360,000 compounds, 0.38% hits; in the data active = inhibition above about 21%;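 note: 0% = vehicle only and 100% = reference blocker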
Target sequence (O43353 whole entry, looked up): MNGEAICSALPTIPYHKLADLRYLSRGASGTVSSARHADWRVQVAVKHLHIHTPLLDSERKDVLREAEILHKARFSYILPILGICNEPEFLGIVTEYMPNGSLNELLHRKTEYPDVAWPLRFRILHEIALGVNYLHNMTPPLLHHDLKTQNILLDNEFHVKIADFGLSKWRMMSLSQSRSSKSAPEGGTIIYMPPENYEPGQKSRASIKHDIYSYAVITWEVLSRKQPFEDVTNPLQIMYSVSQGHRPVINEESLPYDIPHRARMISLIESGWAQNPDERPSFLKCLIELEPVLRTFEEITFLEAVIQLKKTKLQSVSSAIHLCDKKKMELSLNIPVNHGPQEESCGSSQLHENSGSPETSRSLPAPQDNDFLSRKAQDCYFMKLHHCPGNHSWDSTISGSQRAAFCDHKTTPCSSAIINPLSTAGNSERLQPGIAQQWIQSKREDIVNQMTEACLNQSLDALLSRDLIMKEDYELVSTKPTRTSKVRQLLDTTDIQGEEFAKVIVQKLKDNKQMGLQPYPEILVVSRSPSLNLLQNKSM
TROY signal inh: inhibitors of TROY-dependent NF-kB signaling. Q293 LMP1-TROYcd NF-kB luciferase reporter, 4 h. inhibition, % at 10 µM. 360,000 compounds, 0.98% hits;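 active = compounds whose plate-normalised and pattern-corrected inhibition of the luciferase reporter signal at the single screening dose is 50% or more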
The depositor's hits bear a star. Only part of the results is shown; count on the stated rates, not on these rows.

Cc1ccc(Cn2ncc3c(NN)ncnc32)cc1 was read as NCOA3 inh 0, TLR9-MyD88 block -6, NCOA2 inhibitor -6, NCOA1 inh 8, NR2F2 inh 5, TWEAK Fn14 block -1, Granule exo inh -24, NR5A2 inv ag -1, ABHD5 PLIN5 PPI 0, NOD2-RIPK2 inh -3 and TROY signal inh 6.
Screening O=C(NCc1ccccn1)c1cccc(S(=O)(=O)Nc2ccccc2Cl)c1 returned NCOA3 inh -1, TLR9-MyD88 block -2, NCOA2 inhibitor 6, NCOA1 inh -15, NR2F2 inh -1, TWEAK Fn14 block -2, Granule exo inh 1, NR5A2 inv ag -1, ABHD5 PLIN5 PPI -4, NOD2-RIPK2 inh -4 and TROY signal inh -8.
For O=C(CCNc1ccccc1)c1cccc([N+](=O)[O-])c1 the results were NCOA3 inh -17, TLR9-MyD88 block -13, NCOA2 inhibitor -5, NCOA1 inh -20, NR2F2 inh 5, TWEAK Fn14 block -51, Granule exo inh 24, NR5A2 inv ag -7, ABHD5 PLIN5 PPI -2, NOD2-RIPK2 inh -1 and TROY signal inh -31.
`Cc1cc(=O)c(C(=O)O)nn1-c1ccccc1[N+](=O)[O-]` gave NCOA3 inh 12, TLR9-MyD88 block 2, NCOA2 inhibitor -2, NCOA1 inh 10, NR2F2 inh -18, TWEAK Fn14 block 30, Granule exo inh -11, NR5A2 inv ag 15, ABHD5 PLIN5 PPI 5, NOD2-RIPK2 inh -19 and TROY signal inh 27.
Screening COc1ccc(-c2nc(CSCC(=O)N3CCN(C4CCCCC4)CC3)c(C)o2)cc1OC returned NCOA3 inh 11, TLR9-MyD88 block -4, NCOA2 inhibitor -11, NCOA1 inh -11, NR2F2 inh 0, TWEAK Fn14 block -2, Granule exo inh 0, NR5A2 inv ag 1, ABHD5 PLIN5 PPI 0, NOD2-RIPK2 inh -8 and TROY signal inh -2.
`Cc1oc(-c2cccs2)nc1CS(=O)CC(=O)NCc1ccc2c(c1)OCO2` (stereo unspecified) gave NCOA3 inh -3, TLR9-MyD88 block 5, NCOA2 inhibitor -2, NCOA1 inh -39, NR2F2 inh -2, TWEAK Fn14 block 13, Granule exo inh 1, NR5A2 inv ag 10, ABHD5 PLIN5 PPI -4, NOD2-RIPK2 inh -1 and TROY signal inh 3.
Cc1cc(C)c(S(=O)(=O)n2cc(C(C)C(N)C(=O)O)c3ccccc32)c(C)c1 (stereo unspecified) was read as NCOA3 inh -15, TLR9-MyD88 block -1, NCOA2 inhibitor 0, NCOA1 inh 7, NR2F2 inh -1, TWEAK Fn14 block 12, Granule exo inh -4, NR5A2 inv ag -3, ABHD5 PLIN5 PPI 9, NOD2-RIPK2 inh -5 and TROY signal inh 30.
`CCN(CC)C(=S)Nc1ccc([N+](=O)[O-])cc1` gave NCOA3 inh 21, TLR9-MyD88 block -12, NCOA2 inhibitor 7, NCOA1 inh -1, NR2F2 inh -6, TWEAK Fn14 block -15, Granule exo inh 6, NR5A2 inv ag 1, ABHD5 PLIN5 PPI -4, NOD2-RIPK2 inh 0 and TROY signal inh -42.
COc1cccc(-c2cc3onc(-c4ccccc4)c3c(=O)n2C)c1 was read as NCOA3 inh -116, TLR9-MyD88 block -3, NCOA2 inhibitor -22, NCOA1 inh -101, NR2F2 inh -63, TWEAK Fn14 block 70*, Granule exo inh -3, NR5A2 inv ag -83, ABHD5 PLIN5 PPI 0, NOD2-RIPK2 inh -5 and TROY signal inh 61*.
CC(C)(C)C(=O)NC(=S)NCc1ccccc1 was read as NCOA3 inh 14, TLR9-MyD88 block -9, NCOA2 inhibitor -6, NCOA1 inh -29, NR2F2 inh -10, TWEAK Fn14 block 8, Granule exo inh 3, NR5A2 inv ag 15, ABHD5 PLIN5 PPI 9, NOD2-RIPK2 inh -5 and TROY signal inh -13.
For O=C(Cc1ccc([N+](=O)[O-])cc1)N1N=C2CCCCC2C1(O)C(F)(F)F (stereo unspecified) the results were NCOA3 inh 5, NCOA2 inhibitor 2, NCOA1 inh 10, NR2F2 inh 8, TWEAK Fn14 block 5, Granule exo inh -1, NR5A2 inv ag 2, ABHD5 PLIN5 PPI -6, NOD2-RIPK2 inh -3 and TROY signal inh -23.
Screening CS(=O)(=O)c1ccc(-c2sc3ccccc3c2C(=O)NCCCN2CCOCC2)cc1 returned NCOA3 inh -22, TLR9-MyD88 block 10, NCOA2 inhibitor -26, NCOA1 inh 7, NR2F2 inh 4, TWEAK Fn14 block -9, Granule exo inh 13, NR5A2 inv ag -2, ABHD5 PLIN5 PPI -1, NOD2-RIPK2 inh -9 and TROY signal inh -15.
`CCn1cc(C(=O)N(C)c2cc(C)ccc2OC)c2cc(OC)c(OC)cc2c1=O` gave NCOA3 inh 5, TLR9-MyD88 block -1, NCOA2 inhibitor 2, NCOA1 inh 2, NR2F2 inh -19, TWEAK Fn14 block -4, Granule exo inh -17, NR5A2 inv ag 16, ABHD5 PLIN5 PPI -4, NOD2-RIPK2 inh -7 and TROY signal inh -16.
For O=C(CN1C(=O)NC2(CCCCC2)C1=O)N1CCN(S(=O)(=O)c2ccccc2)CC1 the results were NCOA3 inh -6, TLR9-MyD88 block -14, NCOA2 inhibitor 14, NCOA1 inh -4, NR2F2 inh 3, TWEAK Fn14 block 11, Granule exo inh -8, NR5A2 inv ag -3, ABHD5 PLIN5 PPI 0, NOD2-RIPK2 inh 7 and TROY signal inh -20.
Cn1nc2c(c1C(=O)N1CCCC(C(=O)c3cc(F)ccc3F)C1)CCCC2 (stereo unspecified) was read as NCOA3 inh 11, TLR9-MyD88 block 4, NCOA2 inhibitor -25, NCOA1 inh -1, NR2F2 inh 10, TWEAK Fn14 block 0, Granule exo inh -3, NR5A2 inv ag 4, ABHD5 PLIN5 PPI 0, NOD2-RIPK2 inh -16 and TROY signal inh -5.
For Cc1ccc(S(=O)c2ccc([N+](=O)[O-])c3nonc23)cc1 (stereo unspecified) the results were NCOA3 inh 3, TLR9-MyD88 block 0, NCOA2 inhibitor -3, NCOA1 inh -11, NR2F2 inh 4, TWEAK Fn14 block -5, Granule exo inh 101*, NR5A2 inv ag 4, ABHD5 PLIN5 PPI 13, NOD2-RIPK2 inh -3 and TROY signal inh -14.
Screening CCN(c1ccccc1)S(=O)(=O)c1ccc2c(c1)OCCO2 returned NCOA3 inh -15, TLR9-MyD88 block 4, NCOA2 inhibitor 11, NCOA1 inh -2, NR2F2 inh -21, TWEAK Fn14 block 13, Granule exo inh -6, NR5A2 inv ag 6, ABHD5 PLIN5 PPI -1, NOD2-RIPK2 inh 0 and TROY signal inh 4.
`CN(C(=O)CN1C(=O)c2ccccc2S1(=O)=O)c1ccccc1C(=O)O` gave NCOA3 inh 11, TLR9-MyD88 block 11, NCOA2 inhibitor -14, NCOA1 inh -4, NR2F2 inh 9, TWEAK Fn14 block -1, Granule exo inh 1, NR5A2 inv ag -9, ABHD5 PLIN5 PPI -1, NOD2-RIPK2 inh -13 and TROY signal inh -14.
Cc1nnc2c(N3CCN(C(=O)c4ccco4)CC3)nc3ccccc3n12 was read as NCOA3 inh 2, TLR9-MyD88 block -22, NCOA2 inhibitor -6, NCOA1 inh -3, NR2F2 inh 13, TWEAK Fn14 block -15, Granule exo inh 0, NR5A2 inv ag 9, ABHD5 PLIN5 PPI 7, NOD2-RIPK2 inh -5 and TROY signal inh -9.
Screening COc1cccc(CN2CCN(C(=O)CC(C)C)CC2)c1 returned NCOA3 inh 1, TLR9-MyD88 block 12, NCOA2 inhibitor -7, NCOA1 inh -11, NR2F2 inh -11, TWEAK Fn14 block -3, Granule exo inh -2, NR5A2 inv ag 5, ABHD5 PLIN5 PPI -4, NOD2-RIPK2 inh 3 and TROY signal inh 7.
`Cc1nc2nc(COc3ccccc3)[nH]n2c(=O)c1C` gave NCOA3 inh -17, TLR9-MyD88 block -10, NCOA2 inhibitor -33, NCOA1 inh 9, NR2F2 inh 6, TWEAK Fn14 block -20, Granule exo inh -3, NR5A2 inv ag -18, ABHD5 PLIN5 PPI 4, NOD2-RIPK2 inh 7 and TROY signal inh 8.
CC1CCCC(C)N1C(=O)CSc1nnc(-c2c[nH]c3ccccc23)o1 (stereo unspecified) was read as NCOA3 inh -4, TLR9-MyD88 block 9, NCOA2 inhibitor -59, NCOA1 inh -73, NR2F2 inh 2, TWEAK Fn14 block -39, Granule exo inh 0, NR5A2 inv ag -40, ABHD5 PLIN5 PPI 3, NOD2-RIPK2 inh 9 and TROY signal inh -61.
For COc1ccc(N(CC(=O)NCc2ccccc2OC)S(=O)(=O)c2ccc(C)cc2)cc1Cl the results were NCOA3 inh 5, TLR9-MyD88 block -3, NCOA2 inhibitor 0, NCOA1 inh -2, NR2F2 inh -3, TWEAK Fn14 block 5, Granule exo inh 8, NR5A2 inv ag 10, ABHD5 PLIN5 PPI -4, NOD2-RIPK2 inh -7 and TROY signal inh -4.
For CC(C)/C(=N\NC(=O)Nc1ccccc1)c1ccccc1 the results were NCOA3 inh -12, TLR9-MyD88 block 3, NCOA2 inhibitor 2, NCOA1 inh -18, NR2F2 inh -8, TWEAK Fn14 block -5, Granule exo inh 4, NR5A2 inv ag -36, ABHD5 PLIN5 PPI 0, NOD2-RIPK2 inh 3 and TROY signal inh -27.
Screening CC(=O)c1cccc(NC(=O)CCC(=O)c2ccc(F)cc2)c1 returned NCOA3 inh -29, TLR9-MyD88 block 2, NCOA2 inhibitor -10, NCOA1 inh 3, NR2F2 inh 10, TWEAK Fn14 block -14, Granule exo inh -9, NR5A2 inv ag -14, ABHD5 PLIN5 PPI -3, NOD2-RIPK2 inh -5 and TROY signal inh -56.
For Cc1cccc(NCc2nc(-c3ccccc3)no2)c1 the results were NCOA3 inh -24, TLR9-MyD88 block 1, NCOA2 inhibitor -11, NCOA1 inh -16, NR2F2 inh -3, TWEAK Fn14 block -14, Granule exo inh 6, NR5A2 inv ag 17, ABHD5 PLIN5 PPI -9, NOD2-RIPK2 inh -4 and TROY signal inh -42.
`CCOc1ccc(C(=O)Nc2cccc(C(=O)O)c2C)cc1Cl` gave NCOA3 inh -6, TLR9-MyD88 block 1, NCOA2 inhibitor -39, NCOA1 inh -97, NR2F2 inh -12, TWEAK Fn14 block 68*, Granule exo inh -3, NR5A2 inv ag -114, ABHD5 PLIN5 PPI -1, NOD2-RIPK2 inh 3 and TROY signal inh -15.
COC(=O)c1c(NC(=O)c2cccc(N3C(=O)CCC3=O)c2)sc2c1CCN(C(C)=O)C2 was read as NCOA3 inh 6, TLR9-MyD88 block -6, NCOA2 inhibitor 7, NCOA1 inh 4, NR2F2 inh -25, TWEAK Fn14 block 10, Granule exo inh 2, NR5A2 inv ag 59, ABHD5 PLIN5 PPI 1, NOD2-RIPK2 inh 7 and TROY signal inh 14.
`C#CCNC(=O)C1=C[C@@H](c2ccc(C#C)cc2)[C@H](CCCO)[C@@H](OCC)O1` gave NCOA3 inh -8, TLR9-MyD88 block -4, NCOA2 inhibitor -15, NCOA1 inh -14, NR2F2 inh -3, TWEAK Fn14 block -7, Granule exo inh -3, NR5A2 inv ag -15, ABHD5 PLIN5 PPI 0, NOD2-RIPK2 inh 10 and TROY signal inh -4.
